A340 absorber: compounds absorbing at 340 nm; compound absorbance at 340 nm, fold over control; 65,000 tested, under 10 active; fold change at 10 µM; AID 708;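 active = at 10 µM dose, initial 340 nm absorbance at least 2 fold that of control wells; inactive = change under 2 fold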;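 note: initial absorbance extrapolated from kinetic A340 decline of NADH oxidation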
NADH enzymes: inhibition of NAD/NADH coupling enzymes, library profiling; coupled PK/LDH NADH assays, four targets; IC50, µM (titrated, usually from 10 µM), for inactives: at the top dose inhibition; 65,000 compounds, 0.02% hits; AID 774;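 active = single-dose screening hits from any of four coupled enzyme assays that gave an IC50 when retested across doses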;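 note: the DPM-DC format reads NADH fluorescence rather than 340 nm absorbance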
PKA inh: inhibitors of human protein kinase A; P17612; PKA Kemptide phosphorylation, Kinase-Glo ATP luminescence; inhibition, % at 6 µM; 65,000 compounds, 0.1% hits; AID 524;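 active = inhibition above the screen-wide mean inhibition plus 3 SD, cut at about 21% in these data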; note: many of its hits are not listed in these tables
ROCK2 blocker: blocks human Rho kinase 2 activity; O75116; AID 604; 60,000 compounds, 0.35% hits; inhibition, % at 6 µM; purified ROCK2, Kinase-Glo ATP depletion luminescence;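 active = inhibition above the screen-wide mean inhibition plus 3 SD, cut at about 18% in these data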;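 note: plate controls were DMSO wells for no effect and Y-27632 control wells after no-enzyme background subtraction for full effect; many of its hits are not listed in these tables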
Target sequence (O75116 whole entry, looked up): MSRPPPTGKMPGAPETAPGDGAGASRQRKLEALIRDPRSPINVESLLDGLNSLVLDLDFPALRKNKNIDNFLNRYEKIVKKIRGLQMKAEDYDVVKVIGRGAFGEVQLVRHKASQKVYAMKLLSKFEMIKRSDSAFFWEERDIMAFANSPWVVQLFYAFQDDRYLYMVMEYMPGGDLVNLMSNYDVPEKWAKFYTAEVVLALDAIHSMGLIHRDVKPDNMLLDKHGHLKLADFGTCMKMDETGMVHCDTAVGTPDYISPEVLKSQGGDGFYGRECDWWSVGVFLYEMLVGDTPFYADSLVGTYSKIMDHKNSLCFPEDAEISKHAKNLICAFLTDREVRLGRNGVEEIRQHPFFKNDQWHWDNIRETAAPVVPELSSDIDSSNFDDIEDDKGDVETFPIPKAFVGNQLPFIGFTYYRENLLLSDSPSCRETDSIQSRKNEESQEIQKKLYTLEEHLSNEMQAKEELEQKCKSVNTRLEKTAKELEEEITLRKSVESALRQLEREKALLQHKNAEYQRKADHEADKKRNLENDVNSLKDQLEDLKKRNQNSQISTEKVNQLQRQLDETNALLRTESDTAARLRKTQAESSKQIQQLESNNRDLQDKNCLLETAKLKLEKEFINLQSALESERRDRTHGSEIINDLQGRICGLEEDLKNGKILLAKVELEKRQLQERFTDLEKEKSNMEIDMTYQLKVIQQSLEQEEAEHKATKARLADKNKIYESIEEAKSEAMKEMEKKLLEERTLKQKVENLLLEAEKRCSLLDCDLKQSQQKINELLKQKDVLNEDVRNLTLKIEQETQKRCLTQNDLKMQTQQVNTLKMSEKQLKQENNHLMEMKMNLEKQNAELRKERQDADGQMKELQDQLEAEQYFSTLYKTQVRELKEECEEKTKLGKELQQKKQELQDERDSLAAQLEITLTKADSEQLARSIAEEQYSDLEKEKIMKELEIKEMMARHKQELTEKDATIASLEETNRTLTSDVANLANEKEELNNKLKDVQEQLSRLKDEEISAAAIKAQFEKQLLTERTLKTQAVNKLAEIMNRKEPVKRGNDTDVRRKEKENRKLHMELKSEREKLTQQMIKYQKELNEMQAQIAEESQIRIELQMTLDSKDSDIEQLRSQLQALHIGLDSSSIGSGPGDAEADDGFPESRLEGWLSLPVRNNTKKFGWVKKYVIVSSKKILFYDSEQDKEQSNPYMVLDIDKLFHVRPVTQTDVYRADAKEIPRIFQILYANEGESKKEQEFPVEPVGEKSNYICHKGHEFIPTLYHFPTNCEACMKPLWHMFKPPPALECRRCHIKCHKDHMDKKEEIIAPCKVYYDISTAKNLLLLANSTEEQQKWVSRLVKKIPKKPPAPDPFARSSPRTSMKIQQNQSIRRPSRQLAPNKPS
MMP13 inh: MMP13 (human) collagenase inhibition | P45452 | MMP-13 fTHP FRET cleavage, Mca fluorescence | inhibition, % at 4 µM | 65,000 compounds, 0.07% hits | AID 570;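 active = inhibition above the mean of compound-free control plate wells plus 3 SD, cut at about 14% in these data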;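 note: 0% = DMSO wells and 100% = wells with reference MMP-13 inhibitor after basal subtraction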
Autofluor 339: intrinsic fluorescence of library compounds, ex339/em460 – biochemical, MLSMR library, data from DPM-DC assay, artefact control, profiling panel; compound autofluorescence, ex339/em460 nm, NADH buffer; hits give high values; 1 = no-compound wells, NADH background; fluorescence fold increase at 10 µM; 65,000 compounds, 5.5% hits;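 active = at 10 µM, mean starting fluorescence two-fold or more over control wells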;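 note: signal is the first read of a kinetic run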
Ecoli tolC: blocks growth of E. coli BW25113 tolC mutant; OD615; growth inhibition, % at 10 µM (by protocol); 65,000 compounds, 2.2% hits;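 active = growth inhibition at or above a cutoff equal to the mean over every tested compound plus 3 SD, cut at about 60% in these data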;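 note: growth measured after 20 h incubation at 37 °C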
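System: E. coli ΔtolC::kan strain BW25113; Buffer or medium: LB broth supplemented with 50 µg/mL kanamycin; Compound: 10 µM final, single dose; Incubation: bacterial growth with compound for 20 h at 37 °C; Signal: A615 absorbance measurement; Evaluation: growth inhibition in percent.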
HEK293 NFkB inh: lowers PMA/ionomycin-induced NF-kB signal in HEK293 cells; HEK-293 NF-kB luciferase reporter, luminescence; inhibition, % at 3 µM; 62,000 compounds, 0.21% hits;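 active = inhibition above the mean of all tested compounds plus 3 SD, cut at about 40% in these data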;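 note: 0% = stimulated DMSO wells and 100% = 10 µM reference inhibitor 5653914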
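Material: HEK-293 cells with stable firefly luciferase reporter driven by four HIV NF-kB elements / Also added: PMA plus ionomycin mix as NF-kB-activating stimulus / Compound dosing: 3 µM once, 0.30% DMSO / Times: 1 h pretreatment, 16 h stimulation, 37 °C / Signal: luminescence / Evaluation: per-plate % inhibition versus controls / Benchmarks: DMSO and 10 µM reference inhibitor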
JNK3 inh: inhibitors of human JNK3 kinase; P53779; purified JNK3 kinase activity, HTS; inhibition, % at 8 µM; 60,000 compounds, 0.61% hits; AID 746; in the data active = inhibition above about 17%;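 note: 0% = DMSO and 100% = reference inhibitor; many of its hits are not listed in these tables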
An asterisk follows results filed as active; . = no result given; [ ] = remark or other dose.

SMILES	A340 absorber	NADH enzymes	PKA inh	ROCK2 blocker	MMP13 inh	Autofluor 339	Ecoli tolC	HEK293 NFkB inh	JNK3 inh
CCOC(=O)N1CCN(C(=O)CN(c2ccc(C)c(C)c2)S(=O)(=O)c2ccccc2)CC1	1	4%	5	.	5	1.1	3	10	.
CCOC(=O)CSc1nc(N)c(C#N)c(-c2ccc(OCC)cc2)c1C#N	1	6%	4	-2	3	1.2	-12	-6	0
NS(=O)(=O)c1ccc(NC(=O)c2ccccc2C(=O)N2CCCCC2)cc1	1	6%	-1	1	0	1.1	-17	16	-3
CC(=O)Nc1cn(C(C)=O)c(C)n1	0.99	8%	8	7	8	1	-7	14	-3
COc1ccc(-n2cnc3c(cnn3CCC#N)c2=N)cc1	1.1	7%	-2	1	-3	1.1	1	23	-1
CCOC(=O)C(CC)Sc1nc2c(c(=O)[nH]c(=O)n2C)n1C/C=C(/C)Cl (stereo unspecified)	0.98	3%	3	2	3	1	21	17	0
O=C(Oc1nsnc1N1CCOCC1)N1CCOCC1	0.99	5%	9	8	-13	1.1	-19	-3	7
COc1cc2c3c(c1)/C(=C1/SC(NC(C)=O)=NC1=O)C(=O)N3C(C)(C)C=C2C	1	1%	-2	4	0	1.1	16	12	2
CCCOC(=O)CSc1nnc(-c2ccccc2Cl)o1	1	5%	9	8	-1	1.1	-2	13	3
c1ccc2nc(N3CCOCC3)c(N3CCOCC3)nc2c1	1.1	7%	12	7	2	1.1	-8	9	6

Quoted from the listing:
For MMP13 inh, COc1ccc(-n2cnc3c(cnn3CCC#N)c2=N)cc1 shows -3
For ROCK2 blocker, COc1cc2c3c(c1)/C(=C1/SC(NC(C)=O)=NC1=O)C(=O)N3C(C)(C)C=C2C shows 4
For Autofluor 339, O=C(Oc1nsnc1N1CCOCC1)N1CCOCC1 shows 1.1

Sorted by value in JNK3 inh (smallest number first): 3 of the compounds above.
structure	JNK3 inh
CCOC(=O)C(CC)Sc1nc2c(c(=O)[nH]c(=O)n2C)n1C/C=C(/C)Cl (stereo unspecified)	0
COc1cc2c3c(c1)/C(=C1/SC(NC(C)=O)=NC1=O)C(=O)N3C(C)(C)C=C2C	2
CCCOC(=O)CSc1nnc(-c2ccccc2Cl)o1	3

Other entries
SMILES	A340 absorber	NADH enzymes	PKA inh	ROCK2 blocker	MMP13 inh	Autofluor 339	Ecoli tolC	HEK293 NFkB inh	JNK3 inh
c1cnc(-c2nnc3n2CCCCC3)cn1	1	5%	-3	0	-5	0.98	-7	18	2
O=C(c1n[nH]c2c1CCCC2)n1ccnc1	0.99	4%	5	3	-3	1.1	-15	6	2
CCOC(=O)N1CCC(N2C(=O)c3ccccc3C2Nc2cc(OC)c(OC)c(OC)c2)CC1 (stereo unspecified)	1	2%	-3	3	-9	1.1	-13	3	0
CCS(=O)(=O)N1CCN(C(=O)c2cccs2)CC1	1	1%	3	.	-3	1.1	-15	13	.
COc1ccc(N2CCCCn3c2nc2c3c(=O)n(C)c(=O)n2C)cc1	1	7%	1	-4	-2	1	-2	3	2
Cc1ccc2c(CSc3nnc(C4CC4)n3N)cc(=O)oc2c1C	1.1	11%	6	4	-1	1.2	-10	13	-3
COc1cc2c(cc1OC)C(c1ccsc1)CC(=O)N2 (stereo unspecified)	1	1%	5	4	1	1.1	-6	14	-7
OC(COCc1ccccc1)CN1CCN(c2ccccc2F)CC1 (stereo unspecified)	0.97	5%	10	2	1	1	2	-21	6
Cc1nc(SCn2nnc3ccccc3c2=O)c2c(C)c(C)sc2n1	1	3%	5	5	1	1.1	-5	1	-1
CC1CCc2c(nc3ncnn3c2N2CCN(c3ccccc3F)CC2)C1 (stereo unspecified)	1.1	3%	10	6	4	1.1	16	10	-6
CC(N=c1ccccn1C(=O)Nc1ccc(Cl)cc1)c1ccco1 (stereo unspecified)	0.98	6%	8	2	-4	1.1	4	-6	-3
Cc1cc(C(=O)Nc2sc(C)c(C)c2C#N)no1	1.2	5%	-5	-5	4	1.1	-1	-22	-6
COC(=O)c1ccccc1NC(=O)CN(Cc1ccccc1)S(C)(=O)=O	1	5%	4	6	-5	1.1	10	8	-2
Cc1ccc(S(=O)(=O)c2cc3c(=O)n4ccccc4nc3n(Cc3ccco3)c2=N)cc1C	1	1%[fluoresces]	8	10	-106[fluorescence artefact?]	3.5*	17	14	5
CCN1CCCC1CNC(=O)Cn1cnc2ccc(S(=O)(=O)N3CCC(C)CC3)cc2c1=O (stereo unspecified)	0.97	4%	8	6	6	1.1	-7	-1	-4
COc1cc2c(cc1OC)C(=NCCC(=O)O)NC(C)(C)C2	1	7%	0	-2	-16	1.3	-21	6	3
CC1(C)Cc2c(c(N3CCOCC3)nc3sc(-c4ccc(C(=O)O)o4)c(N)c23)CO1	1.3	8%[fluoresces]	-6	-6	-52[fluorescence artefact?]	3.8*	6	21	-13
CC1(c2cccs2)CC(c2cccs2)=C(C#N)C(=O)N1 (stereo unspecified)	1.1	6%	12	6	4	1.1	-4	-4	8
O=C(Nc1ccc(N2CCN(C(=O)c3ccco3)CC2)cc1)c1cccc(F)c1	1	7%	8	-1	-1	1.1	32	5	-10
O=C(NCCCN1CCN(CCCNC(=O)c2ccccc2F)CC1)c1ccccc1F	1	3%	7	6	1	1.1	-15	-9	0
O=C(O)CCS(=O)(=O)Cc1cccc(Cl)c1	0.99	5%	0	.	0	1	-11	12	.
Cc1ccc(N(C(=O)c2ccc(S(=O)(=O)N3CCOCC3)cc2)C2C=CS(=O)(=O)C2)cc1 (stereo unspecified)	0.98	8%	3	2	-1	1.1	-13	10	6
CC(C)OC(=O)c1nnn(-c2nonc2N)c1CSc1ccccn1	1	1%	0	-2	3	1.3	0	13	-4
NC(=O)c1sc2nccc(Nc3ccccc3)c2c1N	1.1	9%	9	13	-25	1.7	-8	45*	10
Cc1noc(C)c1C(=O)OCC(=O)c1c(N)n(CC(C)C)c(=O)n(C)c1=O	0.96	5%	7	5	-2	1.1	1	12	-3
O=C(Cn1cc2c(n1)CCCC2)NCC1CCCO1 (stereo unspecified)	1.1	0%	1	2	-11	1.1	-18	6	5
CCn1cnc2sc(C(=O)N3CCN(Cc4ccc5c(c4)OCO5)CC3)c(C)c2c1=O	1	6%	8	5	-3	1.1	-9	16	1
Cc1cc(C(=O)CSc2n[nH]c(N)n2)c(C)n1-c1cccc(F)c1	1.1	5%	-7	-10	5	1.1	10	6	-8
O=C(Nc1ccc(Cl)cc1)N1CCN(c2ccc3nnc(-c4ccc(F)cc4)n3n2)CC1	1	1%	-5	4	0	1.2	0	11	0
CSCCC(NC(=O)c1c(C)oc2c1CCCC2)C(=O)O (stereo unspecified)	1	4%	-6	-1	5	1.1	-5	4	0
Cc1nc2cc(NC(=O)N3CCN(c4ccccn4)CC3)ccc2o1	1.1	3%	9	8	-17	1.4	-7	2	1
O=C(CSc1ccc2nnc(-c3cccnc3)n2n1)N1CCOCC1	1.1	9%	-7	-3	-18	1.6	-4	19	-6
COCCNC(=O)CSc1nc2ccccc2c2nc(C)nn12	0.99	6%	0	0	-5	1.2	-3	8	0
CC(=O)Nc1ccc(S(=O)(=O)N2CCN(C(=O)N3CCOCC3)CC2)cc1	1	2%	8	7	-1	1.1	-4	-5	0
Cc1nc(CC(=O)Nc2nc(-c3ccccc3)cs2)cs1	1	5%	5	0	0	1.1	47	18	0
COc1ccc(Cn2c(=O)sc3ccccc32)cc1OC	0.97	2%	5	1	-1	1.2	22	23	1
COC(=O)Nc1ccc(OCc2ccccc2)cc1	1	5%	0	-1	2	1	-6	-14	4
O=C(CSCCc1ccccn1)Nc1ccccn1	0.98	3%	8	5	0	1.1	-21	11	-5
NC(=O)Cn1c(=O)oc2ccccc21	0.97	0%	0	-2	-1	1.1	-3	0	-3
C/C(CC1(O)/C(=N/O)CCc2nonc21)=N\O (stereo unspecified)	1	2%	9	2	6	1.1	-23	2	0
C=CCc1cccc2cc(C(=O)N(C)C)c(=O)oc12	1.1	4%	4	6	-3	1.2	-14	10	2
Cc1cc(N2CCN(c3cccc(C(F)(F)F)c3)CC2)n2ncnc2n1	0.98	4%	1	5	-1	1.1	-9	8	5
CCC1CCCCN1S(=O)(=O)c1ccc(C(=O)Nc2nnc(-c3cccs3)o2)cc1 (stereo unspecified)	1	4%	2	0	-2	1.1	99*	34	1
CC(C)OC(=O)c1cn(-c2ccccc2)nc1-c1ccco1	1	3%	6	5	-1	1.1	11	20	1
CCOC(=O)c1ccc(NC(=O)CC2Sc3ncnn3C2=O)cc1 (stereo unspecified)	1	8%	-4	-2	0	1.1	-11	11	0
CCOc1ccc(NC2c3ccccc3C(=O)N2c2ccc(Cl)cn2)cc1 (stereo unspecified)	1.1	4%	0	-3	-4	1.1	2	8	2
CCOc1ccc(C2NC(=O)c3ccccc3O2)cc1 (stereo unspecified)	1	7%	4	14	-5	1.4	-1	7	-7
CCN1CCN(/C=N/c2nc3c(s2)CCCC3)CC1	1.1	4%	-4	0	-1	1	-2	10	5
CCSc1nc(O)cc(=O)n1-c1ccc(OC)cc1	1.1	2%	2	3	4	1.1	-2	3	4
CCOC(=O)c1nc2sc3c(c2c(=O)[nH]1)CCCC3	1.1	2%[fluoresces]	-13	-5	-123[fluorescence artefact?]	2.5*	4	20	-1

More entries follow.
SMILES	A340 absorber	NADH enzymes	PKA inh	ROCK2 blocker	MMP13 inh	Autofluor 339	Ecoli tolC	HEK293 NFkB inh	JNK3 inh
O=C(Nn1c(C2CCC2)nc2ccccc2c1=O)C1CCC1	0.98	5%	8	.	4	1	-9	8	.
CCn1c(SCC(=O)Nc2cccc(F)c2)nnc1-c1cc2cc(Br)ccc2o1	1.1	5%	10	7	-1	1.3	6	5	10
CCOC(=O)N1CCN(C(=O)C2CCC(C(=O)N3CCN(C(=O)OCC)CC3)CC2)CC1 (stereo unspecified)	1.1	3%	0	1	0	1.1	-27	12	1
Cc1ccc2nsnc2c1S(=O)(=O)NCc1ccncc1	1.1	5%	-1	4	1	1.1	-13	18	8
Cc1ccc(C)n1-c1ccc(N2CCOCC2)nc1	1.1	5%[fluoresces]	13	4	-56	3.7*	7	9	0
Cc1ccc(NC(=O)Cn2nnc(C(=O)Nc3ccc(C)c(C)c3)c2N)cc1	1.1	1%	-3	.	3	1.1	0	16	.
COCCNC(=O)C(c1ccc(C)cc1)N(C(=O)CCC(=O)Nc1ccccn1)C1CCCC1 (stereo unspecified)	1	2%	-4	-4	-3	1.1	0	24	1
N#CCc1nc(CSc2nc3ccccc3s2)cs1	0.98	3%	11	2	-5	1	13	0	6
N#Cc1nc(COc2ccc(F)cc2)oc1NCCCn1ccnc1	0.98	6%	9	.	2	1.1	-2	19	.
CCOc1ccc(OCC)c(NC(=O)CSc2nnc(Cn3cnc4ccccc43)n2C)c1	0.98	7%	1	2	-1	1.1	4	19	-8
CCCCn1c(Cc2ccccc2)n[nH]c1=S	1	5%	10	10	4	1.1	14	7	1
O=C(Cn1[nH]c(=O)c2ccccc2c1=O)OCC(=O)N1CCCc2ccccc21	0.99	2%	8	18	-3	1	18	-5	2
CCOC(=O)c1c(C)c(C(=O)NCc2ccco2)c(C)n1Cc1ccccc1	1	5%	-6	-3	-1	1.1	1	6	6
Cc1ccc2c(CC(=O)OC3CCOC3=O)coc2c1 (stereo unspecified)	1	2%	9	6	-4	1.1	2	3	-4
CC(=O)c1cc(C#N)c(SCC(=O)C(C)(C)C)nc1C	1.1	1%	0	-9	-7	1.1	19	.	-2

These rows are one share of the data; the hit share may differ from the screen's.
